TNAP activators: human TNAP enzyme activators, primary screen, biochemical, luminescent, no phosphate acceptor, uHTS (AID 1001); activation fold at 20 µM, or EC50 in µM where a hit was titrated; Alkaline phosphatase, tissue-nonspecific isozyme (Homo sapiens); 0.03% of 200,000 active; purified TNAP, luminescent activation assay, no phosphate acceptor; higher activation fold means a stronger effect; in the data active = activation fold from about 3, or a potency from the dose series; inactive = the rest, 99 in 100 with activation fold below about 1.6; note: many of its hits are not listed in these tables
M1AAP inhibition: P. falciparum M1AAP inhibitors, biochemical, fluorogenic H-Leu-NHMec substrate, 1536-well (AID 1445); recombinant M1AAP, H-Leu-NHMec fluorogenic kinetic assay; higher % means a stronger effect; 0.42% of 220,000 active; inhibition, % at 30 µM, or IC50 in µM where a hit was titrated;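 active = primary inhibition above the hit cutoff, then over 50% inhibition at one or more dose response concentrations, cut at about 23% in these data, passing the limit was not always enough; inconclusive = conflicting primary data, or primary hits not chosen for dose response; inactive = low primary inhibition, or under 50% at every dose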;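 note: plate controls were DMSO full reaction for no effect and no enzyme background for full effect; strong numbers were not always called active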
LYP inhibition: inhibitors of LYP phosphatase, biochemical, fluorescence intensity, uHTS (AID 1779). Tyrosine-protein phosphatase non-receptor type 22 (Homo sapiens). recombinant LYP phosphatase, fluorescence intensity; higher % means a stronger effect. inhibition, % at 11.5 µM; hits with a dose series show IC50 in µM. 0.054% of 290,000 active;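 note: plate controls were vehicle with enzyme for no effect and no enzyme for full effect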
CSM14.1 death rescue: rescue of cells from ER stress-induced death, primary screen, 384-well, CSM14.1, thapsigargin, ATP luminescence (AID 1222); CSM14.1 thapsigargin-induced death rescue, ATP luminescence; higher % means a stronger effect; one-dose cellular ATP content (survival), % at 20 µM; EC50 in µM for titrated hits; 190,000 tested, under 10 active;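 active = EC50 below 50 µM in the dose-response confirmation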;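 note: death triggered by thapsigargin at about 15 µM added after 2 h compound pretreatment; cell ATP read after overnight thapsigargin exposure of roughly 18 to 22 hours; normalized against plate controls of thapsigargin alone and 5% DMSO vehicle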
human PMI inhibition: inhibitors of human PMI, primary screen, biochemical, fluorescence intensity, coupled assay (AID 1209). purified PMI enzyme, coupled fluorescence intensity; higher % means a stronger effect. inhibition, % at 20 µM; hits with a dose series show IC50 in µM. 0.42% of 190,000 active;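 note: plate controls were DMSO vehicle for no effect and wells lacking substrate for full effect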
P. falciparum M17LAP: P. falciparum M17LAP inhibitors, primary screen, biochemical, fluorogenic H-Leu-NHMec substrate, 1536-well (AID 1619); Leucine aminopeptidase (Plasmodium falciparum (isolate 3D7)); inhibition, % at 30 µM, or IC50 in µM where a hit was titrated; 0.38% of 220,000 active; recombinant M17LAP, H-Leu-NHMec fluorogenic kinetic assay; higher % means a stronger effect;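 active = compound inhibiting the enzyme by more than half at any dose during confirmatory dose-response retesting; inconclusive = strong single-dose inhibitors picked by rank but not retested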;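 note: plate controls were full reaction with DMSO carrier for no effect and no enzyme background for full effect; strong numbers were not always called active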
XIAP antagonists: XIAP antagonists, biochemical, IAP family, fluorescence polarization (AID 1018) | E3 ubiquitin-protein ligase XIAP (Homo sapiens) | XIAP BIR domain, fluorescence polarization peptide displacement; higher % means a stronger effect | one-dose displacement, % at 20 µM; IC50 in µM for titrated hits | 0.007% of 200,000 active; in the data active = displacement above about 50%; note: a part of the inactive calls stands beside numbers as strong as those of hits
Myeloid diff 2: induction of myeloid progenitor differentiation, primary screen, cell-based, flow cytometry, MLPCN library; ER-HoxA9 myeloid progenitors, lysozyme-GFP differentiation; calls only at 10 µM; 1% of 360,000 active;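 active = normalized GFP-positive differentiation at or above the plate's own cutoff, the solvent-only control mean plus 3 SD; inconclusive = no clear call, values can overlap the other calls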;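 note: cells exposed to compound for four days before flow analysis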
PMI inhibition: human PMI inhibitors, high substrate, primary screen, biochemical, fluorescence intensity, high mannose 6-phosphate (AID 1220); inhibition, % at 20 µM; hits with a dose series show IC50 in µM; 0.66% of 190,000 active; recombinant PMI enzyme, coupled fluorescence intensity; higher % means a stronger effect; Mannose-6-phosphate isomerase (Homo sapiens)
Myeloid diff 2 GFP+ MAC1+ %: second read-out of Myeloid diff 2, no call of its own (marks repeat the call); GFP+ MAC1+ double positive, %; measured here: differentiation confirmed by MAC1 staining
The depositor's hits bear a star; i = inactive; ? = inconclusive; / = no result given; + = active, no number; & = joins results of further samples. Cut-off read from the data, not from the text of the source, unless noted: active = inhibition above about 50%; inactive = the rest.

SMILES	TNAP activators	M1AAP inhibition	LYP inhibition	CSM14.1 death rescue	human PMI inhibition	P. falciparum M17LAP	XIAP antagonists	Myeloid diff 2	Myeloid diff 2 GFP+ MAC1+ %	PMI inhibition
COc1ccc(/C=N/c2c(-c3ccco3)nc3ccccn23)cc1OC	1	5%	-6%	-2.2%	20%	14%	-0.2%	i	3.9	46%
CSc1ccc(C(=O)C2CCCN(C(=O)c3cc4cc(F)ccc4[nH]3)C2)cc1 (stereo not drawn)	1.1	3%	5%	1.1%	9%	9%	-3.4%	i	0.3	10%
C=CCN(CC=C)CCCOc1ccc(C)cc1OC	1.1	-1%	-9%	-2.3%	10%	-6%	-3.8%	i	0.3	2%
CCCCC1(C)OC(=O)C(=Cc2ccc(N(CC)CC)cc2)C(=O)O1 (stereo not drawn)	0.8	9%	-5%	-2.0%	19%	10%	-1.7%	i	0.7	17%
CCCC(=O)N1CCCC(c2nc(-c3cccc(OC)c3)no2)C1 (stereo not drawn)	1.1	1%	-1%	-0.3%	6%	-2%	-5.2%	i	0.2	5%
Cc1noc(C)c1COC(=O)CCC(=O)c1ccc(F)cc1	1	1%	-6%	-1.9%	-6%	-1%	-1.7%	i	0.5	-4%
CC(=O)Oc1c(-c2ccco2)oc2ccccc2c1=O	1.2	30%	-1%	-0.3%	6%	24%	-5.7%	i	0.6	7%
O=C(CCNS(=O)(=O)c1ccc(Br)s1)NCc1ccc2c(c1)OCO2	1.1	5%	-12%	3.7%	3%	4%	-9.1%	i	0.2	-6%
Brc1cnc(N2CCCC2)nc1N1CCOCC1	1	3%	-6%	0.0%	10%	14%	-0.7%	i	1.2	6%
Clc1cccc(N/N=C(\Cc2nc3ccccc3[nH]2)c2ccccc2)c1	1.1	10%	0%	-2.0%	-38%	7%	-1.3%	i	0.2	-41%
Cc1cc(C)cc(OCC(=O)Nc2nc3ccc([N+](=O)[O-])cc3s2)c1	0.9	-3%	0%	-1.0%	-4%	-9%	-3.2%	i	2.0	4%
COc1ccc(N(CC(=O)Nc2cccnc2)S(C)(=O)=O)cc1	1.1	1%	-7%	0.0%	10%	-2%	-0.8%	i	0.2	12%
CCC(=O)NC(=S)NNC(=O)c1ccc(O)cc1	0	2%	0%	-1.1%	/	15%	0.6%	i	1.4	/
Cc1cccc(N2CCC(NCc3c(C(=O)N4CCCCC4)nc4c(C)cccn34)CC2)c1	1	8%	-5%	0.2%	2%	-2%	-5.0%	i	0.5	1%
O=C(c1cc(-c2cccs2)nc2ccccc12)N1CCN(S(=O)(=O)c2cccc(F)c2)CC1	1	2%	9%	0.5%	11%	-1%	-7.4%	i	1.4	8%
O=C(N/N=C/C=C/c1ccco1)c1ccccc1Cl	1	7%	3%	-1.8%	-4%	51%	-12%	i	0.7	22%
Cc1ccc(O)c(NC(=O)c2cccc(S(=O)(=O)N3CCCCC3)c2)c1	1.1	5%	-8%	-1.9%	10%	-7%	1.0%	+	1.2*	12%
COc1ccc(/C=N/N2CCN(C)CC2)cc1O	1.1	-7%	-6%	-0.8%	20%	7%	-5.7%	i	0.7	14%
FC(F)(F)c1cnc(N/N=C/c2ccncc2)c(Cl)c1	/	4%	-7%	/	/	3%	/	i	0.0	/
Cc1ccc2c(c1)NCC(C(=O)NCc1ccccc1)O2 (stereo not drawn)	1.1	7%	0%	-3.4%	-2%	-18%	-3.6%	i	1.3	18%
CC(=O)C1=C(O)C(=O)N(c2nccs2)C1c1ccccc1 (stereo not drawn)	1.1	17%	-3%	-0.3%	-8%	8%	-14%	i	0.3	-28%
CSc1nc(SCC(=O)O)c2c3c(sc2n1)COC(C)(C)C3	/	-1%	-3%	/	/	0%	/	i	0.1	/
CCOC(=O)c1nc(NCc2cccc(OC)c2)c2ccccc2n1	1.1	2%	-4%	-1.5%	2%	1%	0.0%	i	0.3	-4%
Cn1nnc(NC(=O)c2cccc(F)c2)n1	1.1	-7%	-10%	-1.2%	3%	-5%	-4.8%	i	1.5	12%
O=S(=O)(/N=C(/Nc1cc(N2CCOCC2)ncn1)c1ccc(F)cc1)c1ccccc1	1.1	3%	-1%	-1.5%	8%	9%	-3.2%	i	0.6&4.5	4%
O=C(Nc1cccc(F)c1)c1ccc(CSc2ccccc2)o1	1.1	0%	-2%	-2.9%	20%	-11%	1.5%	i	0.2	10%
COc1ccc(CC(=O)N2N=C(C)CC2(O)C(F)(F)F)cc1 (stereo not drawn)	1.2	-2%	-9%	1.7%	12%	-3%	-7.6%	i	0.4	2%
CCCC(C(=O)n1nc(C)cc1C)C(NS(=O)(=O)c1ccc(C)cc1)c1ccccc1 (stereo not drawn)	1.1	2%	3%	-2.2%	8%	-6%	-7.1%	i	1.2	9%
Cc1ccc(N(Cc2cc3ccccc3[nH]c2=O)S(C)(=O)=O)cc1	1.1	5%	-5%	-4.9%	-4%	-19%	-10%	i	0.1	-6%
Cc1ccc2nc(-c3ccccc3)c(CC(=O)O)c(C(=O)O)c2c1	1.1	-3%	-3%	-0.8%	-18%	7%	-4.3%	i	0.2	-17%
COc1cccc(C(=O)NN2CC(O)=C(c3nc4ccccc4s3)C2=N)c1	1.6	6%	-2%	-1.3%	2%	0%	-3.6%	i	0.7	0%
Cc1cccc(NC(=O)COC(=O)c2cc(C)oc2C)c1	1.1	-2%	0%	1.1%	12%	1%	-3.7%	i	0.3	3%
Fc1ccc(CSc2ccc(-c3ccc4c(c3)OCO4)nn2)cc1	0.9	-7%	-6%	2.7%	14%	10%	-26%	i	0.0	10%
Cc1ccc2oc(-c3cccc(NC(=O)c4ccc(Br)o4)c3)nc2c1	1.1	7%	-7%	-1.0%	5%	2%	-4.9%	i	1.1	1%
CC1CC1C(=O)Nc1nc(-c2ccccc2)cs1 (stereo not drawn)	1.2	2%	-8%	-0.6%	-7%	-20%	-7.8%	i	0.5	-7%
O=C(NCCN1CCOCC1)c1cc(Sc2ccc(F)cc2F)nc2ccccc12	1.1	1%	-6%	-1.6%	-4%	4%	-1.8%	i	0.3	-9%
Cc1nn(C)cc1/C=N/NC(=S)Nc1ccccc1	1	13%	3%	0.4%	9%	2%	-4.6%	i	1.0	11%
Cc1ccc(NCC(=O)N/N=C/c2cc(O)ccc2[N+](=O)[O-])cc1	1	11%	3%	3.0%	15%	22%	-4.0%	i	0.2	58%*
Cc1ccc2c(c1)c1c(n2C)C(C(N)=O)CCC1 (stereo not drawn)	1.1	0%	2%	-3.9%	17%	-4%	-3.1%	i	1.3	20%
Cn1c(N2CCN(S(=O)(=O)c3ccc(Cl)cc3)CC2)nc2ccccc21	1.1	-5%	-3%	-1.5%	0%	9%	-4.4%	i	0.3	-7%
O=C(NN=C1CCCCCCCCCCC1)c1cccnc1	1	0%	-4%	/	-23%	2%	-0.8%	i	0.7	-21%
O=C(C1CC1c1ccccc1)N1CCOCC1 (stereo not drawn)	1	0%	-3%	1.2%	-4%	-7%	-6.8%	i	6.0	2%
COc1cc2nc(C3CC3)n(NC(=O)c3ccc(F)cc3)c(=O)c2cc1OC	1	-1%	-12%	-2.7%	-5%	5%	-3.7%	i	8.4	-9%
CCN(CC)C(=O)Cc1c(OC)ccc2cc(Br)ccc12	1.1	1%	3%	-1.5%	5%	0%	0.5%	i	0.7	2%
CC(C)C(OC(=O)c1ccccc1)c1nccc2ccccc12 (stereo not drawn)	/	3%	-4%	/	/	3%	/	i	0.5	/

Part of the list above, limited to TNAP activators, CSM14.1 death rescue and Myeloid diff 2 GFP+ MAC1+ %.
| compound | TNAP activators | CSM14.1 death rescue | Myeloid diff 2 GFP+ MAC1+ % |
| --- | --- | --- | --- |
| CCC(=O)NC(=S)NNC(=O)c1ccc(O)cc1 | 0 | -1.1% | 1.4 |
| Cc1cccc(N2CCC(NCc3c(C(=O)N4CCCCC4)nc4c(C)cccn34)CC2)c1 | 1 | 0.2% | 0.5 |

The list goes on:
SMILES	TNAP activators	M1AAP inhibition	LYP inhibition	CSM14.1 death rescue	human PMI inhibition	P. falciparum M17LAP	XIAP antagonists	Myeloid diff 2	Myeloid diff 2 GFP+ MAC1+ %	PMI inhibition
COc1ccc(C(=O)/C(C#N)=N/Nc2cccc([N+](=O)[O-])c2)cc1	1	12%	5%	0.5%	-7%	77%	-1.3%	i	0.2	-13%
O=C(CCCCCN1C(=O)c2ccccc2C1=O)Nc1ccc2c(c1)OCCO2	1.1	2%	-6%	4.4%	-1%	12%	-20%	i	0.2	-4%
CCC(=O)Oc1ccc(C/C(=N\O)c2ccc(O)cc2O)o1	1.1	10%	-5%	-2.3%	18%	22%	-2.3%	i	0.8	15%
COc1ccc(N=Cc2cc3c(cc2O)OC(N)=C(C#N)C3c2ccccc2)cc1 (stereo not drawn)	1.1	11%	1%	0.8%	25%	5%	-9.4%	i	0.2	50%*
CCc1nnc(NC(=O)c2cccc(C(=O)Nc3nnc(CC)s3)n2)s1	2.7	-6%	-3%	6.4%	2%	12%	-0.8%	?	/	11%
Cc1nnc(SCc2ccccn2)n(N)c1=O	1.1	-1%	-1%	/	-4%	2%	-4.9%	i	0.9	16%
Cc1c(C(=O)OCC(=O)NCc2ccc3c(c2)OCO3)cccc1[N+](=O)[O-]	1	8%	-3%	-2.2%	-1%	2%	-8.2%	i	0.4	-7%
CC1(CO)COC(c2ccccc2)=N1 (stereo not drawn)	/	3%	-3%	/	/	2%	/	i	0.3	/
Nc1c(C(=O)N/N=C/c2cccnc2)oc2nc(-c3ccco3)cc(-c3ccco3)c12	/	18%	-3%	/	/	0%	/	i	0.2	/
CCCCNc1oc(-c2ccc(OC)cc2)nc1S(=O)(=O)c1ccccc1	1.1	4%	-3%	12%	-13%	12%	-2.0%	i	0.9	-35%
CC1(C)CC(=O)C(C(c2ccc(F)cc2)C2C(=O)CC(C)(C)CC2=O)C(=O)C1	1	11%	-3%	-2.3%	-14%	14%	-4.8%	i	0.8	-14%
CN1CCN(NC(=O)CN(C)S(=O)(=O)c2cc(Cl)ccc2Cl)CC1	1.2	3%	-3%	-0.7%	-5%	0%	-3.1%	i	0.1	-8%
Cc1ccc(C(=O)Cn2c3[n+](c4ccccc42)CC(O)CS3)cc1 (stereo not drawn)	1	/	-8%	-0.8%	3%	/	-2.9%	i	0.2	0%
O=S(=O)(NC1CCN(Cc2ccccc2)CC1)c1cccc2cccnc12	1.1	3%	-7%	-2.1%	3%	-2%	0.2%	i	16	-2%
O=[N+]([O-])c1cnn2cc(Br)cnc12	1.1	5%	0%	0.0%	-5%	20%	-1.0%	i	0.4	-5%
C/C(=N\NC(=O)c1cc(C)nc2ccccc12)c1cccs1	/	0%	5%	/	/	-2%	/	i	0.2	/

Screening data deposited in PubChem by several laboratories.
